BaF3 tox: parental Ba/F3 viability inhibition as JAK2V617F counter-screen; CellTiter-Glo ATP luminescence; inhibition, % at 5.6 µM; 220,000 tested, 1.1% active; AID 1486;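 active = inhibition above a per-campaign cutoff, the mean inhibition of all tested compounds plus 3 SD, cut at about 27% in these data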;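 note: 0% = DMSO wells and 100% = JAK Inhibitor I control wells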
TNF necrop inh: blocks TNF-alpha induced death of Jurkat FADD-/- cells; Jurkat FADD-/- TNF necroptosis rescue, ATP luminescence, 24 h; 0 = TNF only, 100 = no-TNF cells; activation (protection from cell death), % at 10 µM; 220,000 tested, 0.068% active;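 active = activation, meaning protection from cell death, of at least 50% relative to plate controls; inactive = activation below 50%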;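 note: necroptosis triggered by 40 ng/mL TNF-alpha added together with compound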
TRPML3 agonist: activates the human TRPML3 channel; HEK293 TRPML3-YFP, Fluo-8 calcium fluorescence; 100% = the carbachol control signal; 220,000 tested, 0.29% active; AID 1448; activation, % at 3 µM;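 active = activation above its plate's cutoff, the mean activation of the plate's test wells plus 3 SD, cut at about 12% in these data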;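 note: 0% = DMSO only wells and 100% = carbachol wells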
Target sequence (Q8TDD5 whole entry, looked up): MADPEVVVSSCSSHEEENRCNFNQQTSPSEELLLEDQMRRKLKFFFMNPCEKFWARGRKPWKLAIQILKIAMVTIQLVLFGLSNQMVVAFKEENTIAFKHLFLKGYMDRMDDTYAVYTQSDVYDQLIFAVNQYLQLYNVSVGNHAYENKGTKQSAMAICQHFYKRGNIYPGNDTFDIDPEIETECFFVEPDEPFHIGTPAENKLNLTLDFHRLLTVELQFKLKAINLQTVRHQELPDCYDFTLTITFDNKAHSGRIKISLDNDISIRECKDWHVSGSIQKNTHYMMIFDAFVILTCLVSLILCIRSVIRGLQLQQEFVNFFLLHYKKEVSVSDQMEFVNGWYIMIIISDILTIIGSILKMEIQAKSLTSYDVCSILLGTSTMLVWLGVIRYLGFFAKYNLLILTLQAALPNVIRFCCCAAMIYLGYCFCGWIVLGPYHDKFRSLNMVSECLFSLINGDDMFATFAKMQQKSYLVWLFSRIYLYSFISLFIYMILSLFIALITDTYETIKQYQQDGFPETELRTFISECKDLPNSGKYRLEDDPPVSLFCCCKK
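Material: TRPML3-YFP stable HEK293 cells | Dosing: One concentration, 3 µM nominal, 0.3% DMSO | Timing: 125 s total fluorescence read per well | Technique: Fluo-8 calcium dye fluorescence, ex 470-495, em 515-575 nm | Measure: Percent activation from peak-to-basal fluorescence ratio, scaled between DMSO and carbachol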
Ba/F3 V617F tox: reduce viability of Ba/F3 cells dependent on JAK2V617F; 220,000 tested, 1.1% active; Ba/F3 EpoR-JAK2V617F viability, ATP luminescence; inhibition, % at 5.6 µM;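 active = inhibition above the campaign mean plus 3 SD over all tested compounds, cut at about 24% in these data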;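 note: cytokine-independent growth of Ba/F3 cells driven by EpoR plus mutant JAK2; 0% = DMSO-treated cells and 100% = JAK inhibitor I control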
CHOP inh: blocks CHOP induction under ER stress | CHO-K1 CHOP-promoter luciferase, tunicamycin-induced, 15-18 h | inhibition, % at 10 µM | 220,000 tested, 3.8% active;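 active = compounds that reduced the stress-induced luciferase reporter signal by more than about 70% of percent inhibition, limit read from the data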;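 note: 0% = tunicamycin plus vehicle and 100% = wells without tunicamycin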
Wee1 degr inh: inhibitors of human Wee1 degradation. HeLa Luc-Wee1K328M stability, luciferase luminescence; 100% = proteasome inhibitor MG132 effect. reporter increase, % at 5 µM. 220,000 tested, 1.2% active;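 active = activation above the mean of all tested compounds plus 3 SD, set per screening run, cut at about 8.8% in these data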;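 note: cells exposed to compound for 20 h before luminescence read; 0% = DMSO alone and 100% = MG132 at 30 µM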
RBBP9 inhibitor: blocks human serine hydrolase RBBP9; inhibition, % at 7.94 µM; recombinant RBBP9, FP-Rh probe fluorescence polarization; 220,000 tested, 0.2% active; O75884; AID 1515;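 active = inhibition above the campaign mean of all tested compounds plus 3 SD, cut at about 14% in these data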;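 note: plate controls were DMSO wells with RBBP9 for no effect and wells lacking RBBP9 protein for full effect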
Target sequence (O75884 whole entry, looked up): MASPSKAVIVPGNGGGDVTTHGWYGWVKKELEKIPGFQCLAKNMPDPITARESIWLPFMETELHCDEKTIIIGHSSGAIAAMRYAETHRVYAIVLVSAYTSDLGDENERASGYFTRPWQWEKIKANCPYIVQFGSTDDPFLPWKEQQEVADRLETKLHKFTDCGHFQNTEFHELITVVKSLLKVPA
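System: RBBP9 protein / Quantity: 2.5 µM RBBP9 dispensing solution, before mixing / Also added: Serine-hydrolase probe FP-Rh, 375 nM pre-mixing / Dosing: 7.94 µM single dose, 0.794% DMSO / Timing: enzyme-compound preincubation 30 min, then probe labeling 45 min, 25 °C / Signal: FP readout at 525/598 nm / Controls: DMSO-treated enzyme wells and wells lacking RBBP9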
zfTRPN1 agonist: zebrafish TRPN1 (NompC) channel agonism. 220,000 tested, 0.18% active. activation, % at 3 µM. HEK293 zebrafish TRPN1-YFP, Fluo-8 calcium fluorescence; 100% = response to 87 µM carbachol;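 active = activation above its plate's cutoff, the mean activation of test wells on that plate plus 3 SD, cut at about 19% in these data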;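 note: 0% = DMSO alone and 100% = 87 µM carbachol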
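Assay system: Zebrafish TRPN1-YFP in HEK293 cells | Incubation: Dye loading 1 h at 37 °C, then 30 min room temperature | Measured by: Kinetic Fluo-8 fluorescence, ex 470-495, em 515-575 nm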
PPC-1+TRAIL kill: compounds killing PPC-1 cancer cells with TRAIL present (potentiator screen, no TRAIL-free arm); 220,000 tested, 0.41% active; PPC-1 cells + TRAIL, ATPLite viability luminescence; cell killing (% activity), % at 4 µM;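 active = cell killing above 50% in the first pass at 4 µM, then a duplicate retest at 5 µM averaging 50% or more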;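 note: plate controls were cells with TRAIL plus DMSO for no effect and medium-only wells lacking cells for full effect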
Starred values were filed as active, the others as inactive; · = no result given; [ ] = dose if it differs, or a comment.

SMILES	BaF3 tox	TNF necrop inh	TRPML3 agonist	Ba/F3 V617F tox	CHOP inh	Wee1 degr inh	RBBP9 inhibitor	zfTRPN1 agonist	PPC-1+TRAIL kill
CCCCNC(=O)/C(=C/c1ccccc1)NC(C)=O	6	0.3	0.8	2	-8	0	0	-0.5	10
O=C(CSc1nc2ccccc2n1CC(=O)N1CCCC1)NCc1ccc2c(c1)OCO2	1	-0.6	-0.8	0	-4	-2	-8	1.4	25
CCN(C(=O)CSc1nnc2ccccn12)c1c(N)n(Cc2ccccc2)c(=O)[nH]c1=O	4	2.2	0.8	-2	10	2	-1	-1.0	4
CCOc1ccccc1N1CCN(c2nc(N)c(C#N)c(CC#N)c2C#N)CC1	4	-6.0	-0.2	3	16	1	3	2.2	16
CC1=[N+](C)N(c2ccccc2)C(=O)C1N=C/C=C/c1ccccc1 (centres undefined)	-3	0.7	0.2	3	-9	-2	1	1.2	2
Nc1nnc(SCC(=O)NC2CCCCC2)s1	5	-0.9	1.2	1	-15	1	-4	0.7	5
Cc1ccc(-c2c[n+]3c(n2-c2ccccc2)SCC3)cc1	64*	-9.6	0.8	79*	0	2	-11	-0.2	24
COc1cc(NC(=O)c2cccs2)c(OC)cc1NC(=O)CCC(=O)Nc1cccc2ncccc12	1	0.4	1.4	0	-1	1	-3	0.9	-8
Cc1ccc(S(=O)(=O)N(CC(O)CN2C(=O)NC(C)(C)C2=O)c2ccccc2)cc1 (centres undefined)	10	-2.5	0.8	0	3	-2	6	0.7	-5
Cc1c(CCC(=O)O)c(=O)oc2cc(O)ccc12	6	0.2	0.7	4	-21	-1	-2	-0.1	18
Cc1cc(NS(=O)(=O)c2ccc(NC(=O)c3ccoc3C)cc2)nc(C)n1	-1	-0.3	0.5	-4	-10	2	-4	-0.4	1
c1cncc(C(c2nnnn2C2CCCC2)N2CCN(Cc3ccc4c(c3)OCO4)CC2)c1 (centres undefined)	2	1.1	-0.5	-3	56	0	-5	-0.7	9
CCn1c(SCC(=O)NCCc2ccc(F)cc2)nnc1-c1cccs1	7	-0.3	0.1	3	-22	-1	-1	0.0	4
CC(=O)Nc1nc2ccccc2n1CCN1CCOCC1	1	-1.2	0.0	-3	15	-3	-13	0.3	-5
N#Cc1nc(-c2cccc3ccccc23)oc1NCC1CCCO1 (centres undefined)	4	1.1	0.1	-6	1	-4	-3	-1.8	14
COc1cccc(NS(=O)(=O)c2ccc3[nH]cc(C(=O)NCCC(C)C)c(=O)c3c2)c1	6	-14	0.2	3	·	5	-17	0.8	18
COc1ccc2c(c1OC)C(=O)OC2Nc1nc(-c2cc3ccccc3oc2=O)cs1 (centres undefined)	9	-2.1	0.9	3	-10	3	-3	-0.8	8
CCC1=Nc2cc(C(=O)NCC3CCCO3)ccc2Sc2ccc(Br)cc21 (centres undefined)	15	-3.6	-0.1	-1	25	2	-20	-1.4	27
C/C(=N\NC(=O)c1ccccc1)c1ccccc1F	7	0.7	1.2	0	9	1	1	0.9	16
Cc1cc(C)cc(OCC(=O)NNC(=O)CCN2C(=O)c3ccccc3C2=O)c1	5	1.0	0.2	4	22	-1	-8	-0.9	12
Cc1ccccc1NC(=O)c1cccc(N2C(=O)C3C4CCC(C4)C3C2=O)c1 (centres undefined)	3	-1.0	1.5	-2	14	-1	-7	0.3	-11
O=C(Cn1cnc2c(cnn2-c2ccccc2)c1=O)N1CCCc2ccccc21	3	-5.7	2.0	-2	34	0	-10	2.5	14
CC(OC(=O)c1cc[n+]([O-])cc1)C(=O)Nc1ccc(Cl)cn1 (centres undefined)	3	1.2	0.9	-3	0	2	-5	-0.4	14
CC(C)(C)NC(=O)C1CC(=O)OC12CCOC(C)(C)C2 (centres undefined)	2	1.5	0.5	-1	-11	2	0	1.5	-1
O=C(NCC1CCCO1)C1CCN(CC2CCCCC2)CC1 (centres undefined)	9	2.1	-0.2	-3	42	2	0	3.9	-7

(further entries)
SMILES	BaF3 tox	TNF necrop inh	TRPML3 agonist	Ba/F3 V617F tox	CHOP inh	Wee1 degr inh	RBBP9 inhibitor	zfTRPN1 agonist	PPC-1+TRAIL kill
CC(Cc1cccnc1)NC(=O)c1ccccc1OC1CCN(S(C)(=O)=O)CC1 (centres undefined)	6	-0.2	-0.1	-1	47	-4	7	-0.6	8
CC1(C)CC(=O)c2sc(NC(=O)CN3CCCCC3)nc2C1	2	-4.0	0.6	0	-30	3	4	-0.2	-1
Cc1cc(-c2nnc(CCC(=O)N(CC3CC3)CC3CCCO3)o2)no1 (centres undefined)	3	-0.4	1.1	0	-8	-2	5	2.1	20
COCCNC(=O)CN1CCCCCC1	0	0.4	0.1	-3	2	2	2	-1.2	20
CCc1ccc(/C(C)=N/NC(=O)c2ccccn2)cc1	6	0.1	-0.1	-4	-4	6	4	-2.1	11
Cc1ccc(C(C(=O)NC2CCCCC2)N(Cc2ccccc2)C(=O)Cc2c[nH]c3ccccc23)o1 (centres undefined)	0	2.1	-0.3	-2	46	-1	-5	-1.8	-2
O=c1cc(NCCO)c2ccccc2o1	2	-0.2	1.4	3	19	1	-4	-0.6	20
Cc1ccc[n+](/C(C(=S)NCc2ccco2)=C(/[O-])c2ccccc2Cl)c1	5	-1.1	-0.1	2	29	0	2	-0.3	22
CC(C)c1ccc(NC(=O)COC(=O)/C=C/c2cccc([N+](=O)[O-])c2)cc1	5	2.0	0.7	0	20	1	0	-0.7	15
C/C(=N\NC(=O)c1ccc(Cn2cc([N+](=O)[O-])cn2)o1)c1cccc(NC(=O)C(C)C)c1	5	4.4	1.0	0	-5	1	0	1.7	23
O=C(NCc1ccccc1)c1ccc(Oc2ccc(C(=O)NCc3ccccc3)cc2)cc1	6	0.3	0.5	2	3	1	5	-0.4	11
COC(=O)n1c(SC)nc2ccccc21	5	-4.1	0.5	1	16	-1	-4	-0.5	32
Clc1ccc(Cc2nnc(-c3cccs3)o2)cc1	4	0.8	-0.1	1	-8	-3	-7	-0.6	-3
O=C(CSc1ncnc2c1cnn2-c1ccccc1)Nc1ccccc1	1	-3.3	0.9	-4	18	0	-10	0.3	2
CCN(CC)S(=O)(=O)c1cc([N+](=O)[O-])ccc1N1CCC(C(N)=O)CC1	1	-2.1	0.7	-3	-14	0	-2	-0.5	19
CCOc1ccc(CN(C)CCc2ccccn2)cc1	4	1.0	-1.7	2	17	-1	-5	-0.7	18
CNC(=S)N(CCc1c(C)[nH]c2ccc(OC)cc12)Cc1cccnc1	4	0.9	0.6	0	35	2	-4	-0.8	11
CC(=O)c1ccc(NC(=O)CN2C(=O)CCC2=O)cc1	0	0.0	0.7	-2	-16	2	-7	-1.4	22
Cc1cc(N2CCN(C)CC2)nc2ccc(NC(=S)N3CCOCC3)cc12	6	2.7	1.7	2	2	0	1	0.1	7
CCCCCC[N+](C)(C)CC/C=C1/c2ccccc2Sc2ccc(Cl)cc21	5	7.8	-0.8	2	3	8	4	-0.8	13
O=C(CC12CCC(CC1)C2)NCc1ccc2c(c1)OCO2	1	0.6	-0.6	-4	8	1	-7	-1.1	12
COC(=O)c1cc(-c2ccccc2)sc1NC(=O)CN1C(=O)c2ccccc2C1=O	2	-4.7	0.3	-4	25	0	-9	-0.3	-6
COc1ccc(/C=C2\SC(=S)N(CC(=O)NCCO)C2=O)cc1	-1	0.1	0.3	2	-3	2	-1	0.3	8
CCn1cc(/C=C/C(=O)Nc2c(C)nn(Cc3ccccc3C)c2C)cn1	7	0.9	1.2	-1	29	-1	-8	0.1	-1
COc1ccc(CCNC(=O)CSc2cn(Cc3ccccc3)c3ccccc23)cc1OC	4	-0.3	-0.8	-1	22	6	-8	-2.4	7

Reprinted from the part before: 3 entries; new compounds follow.
SMILES	BaF3 tox	TNF necrop inh	TRPML3 agonist	Ba/F3 V617F tox	CHOP inh	Wee1 degr inh	RBBP9 inhibitor	zfTRPN1 agonist	PPC-1+TRAIL kill
COc1ccc(/C=C2\SC(=S)N(CC(=O)NCCO)C2=O)cc1	-1	0.1	0.3	2	-3	2	-1	0.3	8
CCn1cc(/C=C/C(=O)Nc2c(C)nn(Cc3ccccc3C)c2C)cn1	7	0.9	1.2	-1	29	-1	-8	0.1	-1
COc1ccc(CCNC(=O)CSc2cn(Cc3ccccc3)c3ccccc23)cc1OC	4	-0.3	-0.8	-1	22	6	-8	-2.4	7
S=C(Nc1ccc(Cl)cc1)N1CCN(C2CCCCC2)CC1	36*	-3.2	0.1	23	20	-1	0	-1.0	-25
Cc1ccc(S(=O)(=O)N2CCC(C)CC2)c([N+](=O)[O-])c1	0	-0.4	48*	-3	15	2	1	-0.6	2
CCSCc1nc2ccccn2c1Br	7	0.2	0.7	-3	4	1	-4	0.1	21
COC(=O)c1sc(-c2ccc(Cl)cc2)cc1NC(=O)CSCC(=O)O	-2	0.3	1.1	-1	26	2	-9	0.8	3
O=S(=O)(c1ccc(NC(=S)Nc2ccc(OC(F)F)cc2)cc1)N1CCOCC1	6	0.4	0.3	4	25	-2	-5	0.3	5
O=C(NC1=NCCS1)c1cc2ccccc2o1	4	-5.6	0.9	1	38	1	-2	1.1	58*[5 µM]
Cc1ccc2c(Cl)cc(Cl)c(OCC(=O)Nc3cccc(S(=O)(=O)N(C)C)c3)c2n1	0	1.1	0.1	-2	26	-4	0	-1.4	9
Cn1c(/N=C/c2ccc3c(c2)OCO3)nc2ccccc21	0	1.1	1.5	-1	-14	0	-2	0.3	2
CCN(CC)C(=O)C(=O)N/N=C/c1ccc(Br)cc1	6	-1.2	0.5	-1	-16	-1	-6	0.4	0
CCCNC(=O)c1c(N)n(-c2cc(OC)cc(OC)c2)c2nc3ccccc3nc12	11	1.1	0.8	1	11	-1	-9	0.1	3
CCOC(=O)CN1C(=O)SC(Nc2ccc(C)cc2)C1=O (centres undefined)	9	1.0	0.0	-3	29	-1	-5	-1.6	-13
CC(=O)c1ccccc1OCCOCCOc1ccccc1C(C)=O	3	2.8	1.6	-2	10	-2	-6	-0.3	20
CC(=O)c1c(-c2ccccc2)c2cc(Cl)ccc2[nH]c1=O	5	-0.6	0.9	3	5	5	-4	0.0	26
O=C(c1ccco1)N1CCN(C(=O)c2cnn3cccnc23)CC1	0	-2.1	0.1	-3	11	2	-1	-1.1	14
CCNC(=O)COc1ncnc2scc(-c3ccc(F)cc3)c12	-1	1.4	-0.6	-5	-3	2	0	-0.1	16
O=C(CSc1nnc(-c2ccc3c(c2)OCCO3)o1)N1CCCC1	6	-1.5	0.0	5	-54	0	-2	-0.8	7
O=C(c1oc(=O)c2ccccc2c1-c1ccccc1)N1CCOCC1	8	-0.3	0.1	-5	-2	-1	6	0.2	14

Screening results (PubChem BioAssay)
